# Source: PubChem (National Center for Advancing Translational Sciences (NCATS))
# BAZ2B block: qHTS Assay for Inhibitors of BAZ2B. Bromodomain adjacent to zinc finger domain protein 2B (Homo sapiens), Q9UIF8. AlphaScreen BAZ2B-H3K14Ac peptide displacement. Potency, µM (doses to about 114 µM), for the others: at the highest dose activity change, negative = inhibition, most hits filed as inhibitors. 360,000 tested, 4.4% active; also: % is scaled to controls: 0 for no effect and ±100 for the full control effect; nearly all actives have a fitted effect of over 60% in size
#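 BAZ2B 50 nM plus b-H3(5-23)K14Ac 50 nM, PBS pH 7.4/0.01% Tween-20, 30 min RT; compound added (max 110 uM), 30 min RT; streptavidin donor/Ni-chelate acceptor beads 10 ug/mL final, 20 min dark; AlphaScreen read.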
# BLM helicase inh: qHTS Assay for Inhibitors of Bloom's syndrome helicase (BLM); recombinant BLM DNA unwinding, fluorescence dequenching; AID 2528, 2010; 350,000 tested, 0.2% active; Potency, µM (top dose mostly 56.1 µM), for the others: at the top dose activity change, negative = inhibition, actives largely listed as inhibitors; RecQ-like DNA helicase BLM (Homo sapiens), P54132;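 also: plate controls were vehicle for no effect and no enzyme for full effect; nearly all actives have a fitted effect of over 35% in size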
# POLI inh: qHTS for Inhibitors of Polymerase Iota; DNA polymerase iota (Homo sapiens), Q9UNA4; Potency, µM (series often up to 115 µM), without a hit: at the top dose activity, negative = inhibition, most hits filed as inhibitors; AID 588590, 2011; 390,000 tested, 1% active; Pol iota fluorescent replication assay, 10 min
#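 Pol iota at 10 nM preincubated 15 min with compounds at room temperature; reaction started with fluorescent substrate, 50 nM final. Fluorescence read kinetically at 0 and 10 min; buffer-only wells as negative control.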
# HP1b chromo inh: HTS for Inhibitors of HP1-beta Chromodomain Interactions with Methylated Histone Tails | AlphaScreen HP1-beta / biotin-H3K9me3 peptide binding | Chromobox protein homolog 1 (Homo sapiens), P83916 | Potency, µM (highest dose often 114 µM), for the others: at the highest dose activity change, negative = inhibition, hits mostly inhibitors | 390,000 tested, 0.56% active; also: nearly all actives have a fitted effect of over 70% in size; inactives centre near 23
#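 HP1-beta protein (50 nM final) preincubated 30 min at room temperature with biotinylated H3(1-18)K9me3 peptide (50 nM) in PBS pH 7.4, 0.01% Tween-20, then compound added for 30 min. AlphaScreen streptavidin donor/nickel chelate acceptor beads (10 ug/mL final), 30 min dark, luminescence read.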
# PGK inhibitor: qHTS Assay to Find Inhibitors of Phosphoglycerate Kinase; Phosphoglycerate kinase, glycosomal (Trypanosoma brucei brucei), P07378; PGK/GAPDH coupled, Kinase-Glo luminescence, 60 min; Potency, µM (doses to about 57.5 µM), inactives show top-dose activity change, negative = inhibition, usual class: inhibitors; 380,000 tested, 0.043% active; also: % is scaled to controls: 0 for no effect and ±100 for the full control effect; nearly all actives have a fitted effect of over 60% in size
#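 Recombinant glycosomal PGK reaction used 1,3-bisphosphoglycerate generated in-well by GAPDH (100nM final) in 100mM TEA pH 7.6, 5mM MgCl2, 0.01% Tween-20. After 60 minutes at room temperature, ATP was read by Kinase-Glo Plus luminescence end-point.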
# Pin1 inhibitor: qHTS Assay to Find Inhibitors of Pin1. Peptidyl-prolyl cis-trans isomerase NIMA-interacting 1 (Homo sapiens), Q13526. Pin1 FP peptide displacement, HiFluor488, 10 min. Potency, µM (doses to about 115 µM), without a hit: at the highest dose activity, negative = inhibition, actives largely listed as inhibitors. 390,000 tested, 0.009% active; active = well fitted inhibition curve with a large enough effect in the polarisation, with a control signal flat, not every such curve was filed as active; inconclusive = small, poorly fitted or top-dose-only effect, or effect the other way, or a change in a side signal; inactive = no such curve, though single readings can be large or run the other way; the % refers to the polarisation; also: % is scaled to controls: 0 for no effect and ±100 for the full control effect
# GLS inhibitor: qHTS for Inhibitors of Glutaminase (GLS); Glutaminase kidney isoform, mitochondrial (Homo sapiens), O94925; GLS enzymatic activity, qHTS titration; Potency, µM (titrated, usually from 45.5 µM), inactives show at the highest dose activity change, negative = inhibition, most hits filed as inhibitors; 410,000 tested, 0.21% active; also: % is scaled to controls: 0 for no effect and ±100 for the full control effect
#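 Compounds were pin-transferred onto hKGA, after which L-glutamine (1 mM solution) and a detection mix of glutamate oxidase, HRP and Amplex Red were added. Initial and 30 min RT fluorescence reads were collected.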
# G9a block: qHTS Assay for Inhibitors of Histone Lysine Methyltransferase G9a; G9a H3K9 monomethylation, AlphaScreen, 2 h; Histone-lysine N-methyltransferase EHMT2 (Homo sapiens), Q96KQ7; Potency, µM (doses to about 102 µM), inactives show at the top dose activity, negative = inhibition, hits mostly inhibitors; 350,000 tested, 8.8% active; also: % is scaled to controls: 0 for no effect and ±100 for the full control effect; nearly all actives have a fitted effect of over 75% in size
#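 Chemiluminescent proximity detection of H3K9 monomethylation, read after 10 min bead incubation in the dark. Reaction: 20 nM G9a, 500 nM biotin-H3K9 peptide, 20 uM SAM cofactor, 2 h, room temperature, following 15 min enzyme-compound preincubation.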
# JMJD2A Tudor inh: qHTS Assay for Inhibitors of JMJD2A-Tudor Domain | Potency, µM (highest dose often 114 µM), inactives show top-dose activity change, negative = inhibition, usual class: inhibitors | Lysine-specific demethylase 4A (Homo sapiens), O75164 | AlphaScreen JMJD2A-Tudor / H3K4me3 peptide binding | 390,000 tested, 4.4% active; also: % is scaled to controls: 0 for no effect and ±100 for the full control effect; nearly all actives have a fitted effect of over 50% in size
# Starred values were filed as active, the others as inactive; i = inactive; ? = inconclusive; · = no result given; [ ] = remark or other dose. Unless noted, calls follow the shape of the dose curve; as a rule, active = well fitted curve in the direction sought with a large enough effect; inconclusive = small, poorly fitted or top-dose-only effect, or another doubt; inactive = no such curve, though single readings can be large; an effect the other way counts as inactive or inconclusive. Potency is read from the fitted curve at half-maximal effect.
BAZ2B block	BLM helicase inh	POLI inh	HP1b chromo inh	PGK inhibitor	Pin1 inhibitor	GLS inhibitor	G9a block	JMJD2A Tudor inh	smiles
-13%	0%	31%[activator]	37%	-6%	2%	1%	11µM*	11µM*	C=CCn1c(SCc2n[nH]c(=S)n2-c2ccccc2)nnc1-c1ccccc1
-2%	-5%	-10%	32%	-5%	3%	16%	?	-30%	COC(=O)c1ccc(N2CCN(CCNC(=O)Nc3ccc(OC)cc3)CC2)cc1
-34%	0%	4%	-2%	-5%	0%	19%	-6%[59 µM]	?	Cc1cc(/C=N/O)c(C)n1-c1ccccc1
-39%	-6%	-8%	7%	0%	17%	12%	-27%[12.7 µM]	-27%	COc1cccc(C2C3=C(N=C4SCC(=O)N42)c2ccccc2CC3)c1OC (stereo unspecified)
-13%	-7%	?	-33%	2%	3%	6%	-49%	-16%[11.4 µM]	COc1cc([N+](=O)[O-])ccc1NC(=O)CCCOc1ccc(C)cc1
-5%	1%	?	38%	i	-9%	24%	3.2µM*	?	CC(=O)Oc1ccc2c(=O)c(Oc3ccccc3)c(C)oc2c1OC(C)=O
?	1%	-7%	8%	-5%	1%	9%	?	-30%	CCCN1CCn2c3c(c4cc(Br)ccc42)CCCC31 (stereo unspecified)
-26%	5%	-5%	4%	5%	5%	-3%	-4%[59 µM]	-21%	COc1ccccc1OCC(=O)NCC1(N2CCOCC2)CCCCC1
-31%	0%	6%	1%	-7%	3%	-4%	-21%[59 µM]	-25%	COc1ccccc1NC(=O)COC(=O)/C=C/c1ccccc1[N+](=O)[O-]
-5%	-6%	?	25%	7%	-4%	-4%	4%[12.7 µM]	-4%	COC(=O)c1ccccc1NC(=O)Cn1ccnc1
8%	-8%	-8%	68%[activator]	0%	1%	10%	-10%[12.7 µM]	27%	CN(C)S(=O)(=O)Oc1ccsc1C(=O)Nc1ccccc1Cl
-6%	·	4%	10%	-5%	-3%	1%	-26%	-12%	Cc1ccc2nc(SCC(=O)Nc3cccc4ccccc34)nc(=O)n2c1
79µM*	-7%	11%	?	·	?	?	2.5µM*	56µM*	Cc1ccc(/C(C#N)=C\c2ccc(N3CCOCC3)o2)cc1
·	·	9%	12%	-4%	-3%	1%	·	-12%	COc1ccc(S(=O)(=O)N2CCOCC2)cc1NC(=O)CN1C(=O)CN(C)C1=O
-5%	·	25%	28%	-10%	0%	-2%	?	-5%	CCN(CC)S(=O)(=O)c1cc(C(=O)OC(C)C(=O)NCc2ccco2)ccc1C (stereo unspecified)
-10%	4%	21%	21%	-4%	5%	6%	-8%[59 µM]	-11%	N#C/C(=C/c1cn(CC(=O)O)c2ccccc12)c1ccc(F)cc1
2%	-4%	?	32%	9%	-6%	14%	·	-12%	Cn1cc(S(=O)(=O)N2CCCC2)cc1C(=O)NCc1ccc(Cl)cc1
1%	0%	0%	23%	i	-1%	-10%	2%[59 µM]	-15%	COc1cccc2c1cc1c(=O)n(CC(=O)N3CCN(c4ccccc4)CC3)nc(C)n12
-32%	4%	47%[activator]	-10%	-15%	-2%	-1%	·	-17%	COc1ccc(N)cc1S(=O)(=O)Nc1ccccc1Cl
·	·	-2%	30%	-8%	5%	2%	·	-4%	Cc1ccc(NC(=O)COC(=O)CNC(=O)c2cccs2)cc1S(=O)(=O)N1CCOCC1
9%	-4%	7%	28%	?	2%	?	17%	-12%	COc1cc(/C=N/n2cnc3scc(-c4cccs4)c3c2=O)cc(OC)c1OC
?	0%	2%	15%	-4%	-7%	-1%	28µM*	56µM*	CCn1c(-c2cc(-c3cc(C)ccc3C)nc3ccccc23)n[nH]c1=S
?	-3%	3%	-12%	i	0%	6%	50µM*	?	Cc1ccc2[nH]c(=O)c(C(c3nnnn3CC3CCCO3)N3CCCc4ccccc43)cc2c1 (stereo unspecified)
-16%	-3%	4%	-6%	2%	3%	6%	1%	-20%	CN(C)C(=O)c1ccc(Nc2ncnc3sc4c(c23)CCCCC4)cc1
-14%	-3%	-11%	40%	-7%	11%	6%	3%	-5%	Cc1ccc(-c2cc(C(=O)N/N=C/c3ccoc3)c3ccccc3n2)cc1
-24%	1%	12%	27%	-7%	?	0%	-27%	-9%	CCc1ccc2[nH]c(=O)c(CN(CCN3CCOCC3)C(=O)Nc3ccccc3F)cc2c1
-8%	6%	6%	22%	7%	3%	13%	7%[59 µM]	-2%	CNC(=O)c1ccc(CNC(=O)OCC(F)(F)F)cc1
7.9µM*	-4%	29%	23%	0%	-11%	7%	·	25µM*	C/C(=N\NC(=O)c1ccc(Cl)cc1)c1ccccn1
3%	2%	14%	32%[activator]	4%	2%	9%	-5%	3%	CN=C1S/C(=C\c2ccc(N3CCOCC3)c(F)c2)C(=O)N1C
3%	-5%	21%	31%	i	-11%	4%	-13%[12.7 µM]	-26%	CCn1c(C(O)c2cccc(OC)c2OC)nc2ccccc21 (stereo unspecified)

# A portion taken from the entries so far:
BAZ2B block	BLM helicase inh	POLI inh	HP1b chromo inh	PGK inhibitor	Pin1 inhibitor	GLS inhibitor	G9a block	JMJD2A Tudor inh	smiles
-10%	4%	21%	21%	-4%	5%	6%	-8%[59 µM]	-11%	N#C/C(=C/c1cn(CC(=O)O)c2ccccc12)c1ccc(F)cc1
2%	-4%	?	32%	9%	-6%	14%	·	-12%	Cn1cc(S(=O)(=O)N2CCCC2)cc1C(=O)NCc1ccc(Cl)cc1

# (listing goes on)
BAZ2B block	BLM helicase inh	POLI inh	HP1b chromo inh	PGK inhibitor	Pin1 inhibitor	GLS inhibitor	G9a block	JMJD2A Tudor inh	smiles
11%	-7%	-25%	31%[activator]	-4%	7%	-5%	33%	3%	CC(C)C(C(=O)NCC1CCCO1)N(C(=O)CNS(=O)(=O)c1ccccc1)c1ccc(F)cc1 (stereo unspecified)
-7%	-1%	23%	27%	-2%	-9%	-8%	18%[12.7 µM]	-31%	CNC(=O)/C=C1\NC(C)(C)Cc2c1ccc1ccccc21
11%	-1%	23%	19%	i	1%	5%	9%[12.7 µM]	-5%	CC1CCCC(C)N1C(=O)COC(=O)c1ccc[nH]c1=O (stereo unspecified)
2%	-2%	56%[activator]	3%	-9%	-4%	3%	-7%	-10%	CCN(CC)C(=O)COC(=O)C1=NN(c2cc(C)ccc2C)C(=O)CC1
5%	-1%	7%	32%[activator]	i	-1%	2%	-26%[59 µM]	-19%	O=C(Cn1c(C(F)(F)F)nc2ccccc21)NCCN1CCCC1
·	·	?	65%[activator]	·	16%	·	·	-11%	O=C(Nc1ccc2nccnc2c1)N1CCCCCC1
146%[activator]	-7%	?	135%[activator]	-2%	-5%	3%	63%[activator][59 µM]	-5%[11.4 µM]	COc1ccccc1OCc1nc(Cc2ccc(Cl)cc2)no1
3%	-2%	185%[activator]	43%[activator]	-1%	-2%	-5%	1%	3%	Cc1nn(-c2cccc(C(F)(F)F)c2)c(=O)c2noc(C)c12
36%[activator]	4%	16%	33%[activator]	1%	1%	16%	-11%[12.7 µM]	1%	CN(C)c1nc(-c2ccccc2)nc(-c2ccc(Cl)cc2)c1C#N
-22%	-7%	8%	-1%	2%	-9%	4%	-6%[59 µM]	?	Cc1ccc(C)c(N2CCN(CCCNC(=O)c3ccc4nc(N5CCC(C)CC5)sc4c3)CC2)c1
?	-2%	-1%[58.9 µM]	-5%	-4%	-5%	-8%	38%[59 µM]	-33%	CCOC(=O)Cn1c(CN(Cc2ccccc2)Cc2ccccc2)nc2c1c(=O)[nH]c(=O)n2C
1%	0%	47%[activator]	11%	-11%	-13%	0%	-37%	-14%	COc1ccc(/C=C(\NC(=O)c2ccco2)C(=O)NC(Cc2ccccc2)C(=O)O)cc1 (stereo unspecified)
-11%	-5%	30%	22%	i	-14%	-5%	21%	-8%	COc1ccc(C(=O)NN=C2CCCC2)cc1OC
-4%	-4%	-11%	68%[activator]	-7%	-1%	7%	8%[59 µM]	-5%	Cc1ccc(C)c(-c2nc(Cn3c(=O)cc(-c4ccccc4)c4c(C)nn(C)c43)c(C)o2)c1
-8%	0%	-29%	16%	4%	-1%	8%	·	-8%	N#C/C(=C\c1c[nH]c2ccccc12)C(=O)NC1CC1
29%	-5%	?	103%[activator]	i	6%	3%	34%[59 µM]	35%	COC(=O)c1ccc(OCC(=O)c2ccc(C)c(C)c2)cc1
-16%	-2%	129%[activator]	6%	i	-15%	45%[activator]	5%	-8%	Cc1ccc(CC(SCc2ccccc2)C(=O)O)cc1C (stereo unspecified)
4%	0%	8%	36%	0%	?	3%	-15%[59 µM]	-16%	CCC(C)NC(=O)C1CCC(CNS(=O)(=O)c2ccc(Cl)cc2)CC1 (stereo unspecified)
2%	-5%	9%	23%	-1%	?	3%	13%	-13%	Cc1nc(NC(C)c2ccccc2)c2c3c(sc2n1)CCC3 (stereo unspecified)
14µM*	-11%	9%	?	i	33%[activator]	0%	40µM*	40µM*	Cc1ccc(NC(=S)N/N=C/c2ccc([N+](=O)[O-])s2)cc1
?	-12%	8%	19%	9%	?	1%	27%[0.0925 µM]	-26%	O=C(COC(=O)c1cccc(S(=O)(=O)N2CCOCC2)c1)Nc1nc(-c2ccccc2Cl)cs1
4%	-6%	8%	16%[57 µM]	8%	44%[activator]	8%	21%[59 µM]	-14%	COc1ccccc1Cn1c(CNS(=O)(=O)c2ccc(Cl)s2)nc2cccnc21
10%	-6%	129%[activator]	39%	4%	-1%	1%	-12%[2.33 µM]	0%	CC1(C)C(C=C(Cl)Cl)C1C(=O)NC(O)C(=O)c1ccccc1 (stereo unspecified)

# Only part of the results is shown (hit frequency here may not be typical).
